# IL1B secr inh: inflammasome signaling inhibition, IL-1 beta readout; THP-1 LPS/ATP IL-1B secretion, AlphaLISA, 16 h; stronger effect = lower value; activity change, % at 57.5 µM; 360,000 tested, 4.7% active; in the data active = activity change below about -50%; inconclusive = mostly about -30% to -49%; note: % is set by controls: 0 for no effect and ±100 for the full control effect
#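 THP-1 cells pretreated 1 hr with compounds (up to 57.5 uM final), then stimulated with LPS (250 ng/mL final) plus ATP (1.25 mM final); secreted IL-1B measured by AlphaLISA after 16 hr, decreased signal indicating inhibition.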
# KB-3-1 cytotox: kills parental KB-3-1 adenocarcinoma cells | KB-3-1 viability, CellTiter-Glo ATP luminescence, 72 h | Potency, µM (series often up to 46.1 µM), for the others: at the top dose activity change, negative = cytotoxic, hits mostly cytotoxic | 400,000 tested, 1.4% active; note: potency is the fitted concentration of half-maximal effect; % is set by controls: 0 for no effect and ±100 for the full control effect; nearly all actives have a fitted effect of over 60% in size
#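 Parental KB-3-1 adenocarcinoma cells in phenol-red-free DMEM with 10% FBS were pin-treated with compounds at several concentrations, incubated 72 h at 37 °C, and viability read by CellTiter-Glo luminescence; concentration-effect curves were fitted after normalization.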
# SW480 rerep: induces DNA re-replication in SW480 colon adenocarcinoma cells | AID 624297 | 340,000 tested, 1.8% active | SW480 DNA re-replication, Hoechst DNA content imaging, 48 h | Potency, µM (top dose mostly 46.1 µM), without a hit: top-dose re-replication activation, usual class: activators; note: potency is the fitted concentration of half-maximal effect; % of control where 0% means no effect; nearly all actives have a fitted effect of over 55% in size
#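 Quantitative HTS format with DMSO vehicle controls; 48 hr drug incubation at 37 C, then 40 min Hoechst staining and scanning imager measurement at 405 nm excitation.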
# HT1080 IDH1KD tx: HT-1080 IDH1 knockdown cell toxicity (counter line); 360,000 tested, 2% active; HT-1080 IDH1 knockdown viability, ATP luminescence, 48 h; Potency, µM (highest dose often 46.1 µM), for the others: top-dose activity, negative = toxicity, usual class: cytotoxic;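 note: potency is the fitted concentration of half-maximal effect; 0% = DMSO wells and -100% = cell-free medium wells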
#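 After a 2 h attachment period, IDH1KD HT-1080 cells took pin-transferred compound for 48 h at 37 °C; ATP-based luminescence after 10 min room-temperature reagent incubation reported viability.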
# MCF10A rereplic: inducers of DNA re-replication in MCF 10A breast cells | MCF 10A DNA re-replication, Hoechst nuclear intensity, 48 h | Potency, µM (doses to about 46.1 µM), for the others: top-dose activity, positive = re-replication, actives largely listed as activators | 350,000 tested, 2.9% active; note: potency is the fitted concentration of half-maximal effect; % of control where 0% means no effect; nearly all actives have a fitted effect of over 50% in size
# ATXN2 expr inh: reduces ATXN2 reporter expression in HEK-293 cells; HEK-293 ATXN2-luciferase reporter, luminescence, 24 h; AID 1745845; 360,000 tested, 0.72% active; Potency, µM (top dose mostly 57 µM), inactives show at the highest dose activity change, negative = inhibition, actives largely listed as inhibitors; note: potency is the fitted concentration of half-maximal effect; % is set by controls: 0 for no effect and ±100 for the full control effect; nearly all actives have a fitted effect of over 55% in size
#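 ATXN2-luciferase reporter cells (luciferase flanked by upstream and downstream ATXN2 gene portions) were treated 24 h at 37 °C with compounds at up to 57 uM. SteadyGlo luminescence gave expression; GF-AFC fluorescence gave viability.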
# HT1080NT lethal: kills 2HG-producing HT-1080-NT fibrosarcoma cells | HT-1080-NT fibrosarcoma viability, CellTiter-Glo ATP luminescence, 48 h | Potency, µM (doses to about 46.1 µM), for the others: at the top dose activity, negative = less viability, most hits filed as cytotoxic | 360,000 tested, 1.6% active | AID 686970;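 note: NT is the 2HG producing partner of a matched IDH1 knockdown line; potency is the fitted concentration of half-maximal effect; 0% = DMSO-treated cells and -100% = media-only wells without cells; nearly all actives have a fitted effect of over 55% in size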
#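 Fibrosarcoma NT cells, 750 per well in 5% FBS RPMI, were exposed to compound for 48 hours. Viability: CellTiter-Glo luminescence.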
# HepG2 tox: kills HepG2 cells in TGF-b inhibitor counter-screen | HepG2 CAGA-GFP viability, ATP luminescence, 18 h | Potency, µM (top dose mostly 46.1 µM), inactives show top-dose activity change, negative = cytotoxicity, hits mostly cytotoxic | 410,000 tested, 0.76% active; note: potency is the fitted concentration of half-maximal effect; some results filed as inactive show a strong effect at the top dose
#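 CellTiter-Glo luminescence gave cytotoxicity after 18 hours at 37 degrees C. The cells were HepG2 CAGA-GFP in 1% FBS DMEM, stimulated with 500 pg/mL TGF-beta after compound addition. %Activity was normalised to no-cell wells (complete cell-killing) and DMSO (no toxicity), and curves were fitted and classified.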
# ATXN viability: cell viability loss in ATXN counter-screen; S2 cells (HEK-293 line with an ATXN2-luciferase reporter) viability, CellTiter-Fluor protease fluorescence, 24 h; Potency, µM (doses to about 56.7 µM), actives largely listed as cytotoxic; 400,000 tested, 0.49% active; AID 651635; note: potency is the fitted concentration of half-maximal effect; nearly all actives have a fitted effect of over 40% in size
# Numbers without * were called inactive; i = inactive; ? = inconclusive; . = no result given; & = joins results of further samples; ! = a repeat was not active; [ ] = dose if it differs, or a comment. Unless noted, calls come from the whole dose curve; as a rule, active = well fitted curve in the direction sought with a large enough effect; inconclusive = small, poorly fitted or top-dose-only effect, or another doubt; inactive = no such curve, though single readings can be large; an effect the other way counts as inactive or inconclusive. Some of the compounds tested (hit frequency here may not be typical).
entry | smiles | IL1B secr inh | KB-3-1 cytotox | SW480 rerep | HT1080 IDH1KD tx | MCF10A rereplic
1 | CN1C[C@H](C(=O)N[C@]2(C)O[C@@]3(O)[C@@H]4CCCN4C(=O)[C@H](Cc4ccccc4)N3C2=O)CC2c3cccc4[nH]cc(c34)C[C@H]21 (stereo not given in full) | -15&-23 | 0%&-1% | 0.35µM*! | ? | ?
2 | CCN(CC)CCOC(=O)C(C)(c1ccccc1)c1ccccc1 | . | . | 1% | . | ?
3 | O=c1[nH]c(=S)n(-c2ccccc2F)c(O)c1C=NCCN1CCNCC1 | -10 | 1% | -3% | 13% | -11%
4 | O=C(Nc1ccccc1C(F)(F)F)c1cccn(Cc2ccccc2)c1=O | . | -25% | . | . | .
5 | Cc1ccc2[nH]c(C)c(CCNCc3ccco3)c2c1 | -24 | -5% | -5% | -2% | ?
6 | Clc1ccc2c(c1)C(c1ccccc1Cl)=NCc1nnc(N3CCN(CCSc4ccccc4)CC3)n1-2 | 28 | ? | 3% | -8% | ?
7 | C[C@@H]1CC2(CCCC[N+]2(C)C)C[C@H]1C | 15 | 11% | -5% | 7% | 0%
8 | C[C@@H]([C@@H](O)c1ccccc1)N(C)C(=O)Cc1ccccc1 | 15 | ? | -3% | 8% | 6%
9 | CCN(c1cccc(C)c1)S(=O)(=O)c1ccc2c(c1)oc(=O)n2C | 20 | -15% | 7% | ? | ?
10 | CC(C)NS(=O)(=O)c1ccc(OCC(=O)N2CCN(Cc3ccc4c(c3)OCO4)CC2)c(Cl)c1 | -17 | 4% | -2% | ? | 28%
11 | CN(C)CCCN=Cc1c(O)n(CCc2ccccc2)c(=O)[nH]c1=O | -8 | 3% | 0% | 18% | 0%
12 | CCCCCc1nc2c(c(=O)c3ccccc3n2C)c(=O)n1C1CCCCCC1 | 10 | -23% | 59% | ? | ?
13 | CN(C)c1c([N+](=O)[O-])cc(N2C(=O)C=CC2=O)cc1[N+](=O)[O-] | -99* | ? | 16µM* | 0% | 13µM*
14 | CCOC(=O)[C@]12Cc3cc(OC)ccc3[C@H]1N(CC(=O)OC)C(=O)c1ccccc12 | 32 | 0% | . | 5% | .
15 | O=C1NC(=O)C(=Cc2ccc(OCC(=O)N3CCOCC3)cc2)C(=O)N1 | 42 | -4% | -3% | -6% | 1%

entry | ATXN2 expr inh | HT1080NT lethal | HepG2 tox | ATXN viability
1 | -6%&-2% | ? | -17%&-32% | ?
2 | -13% | . | . | i
3 | . | -3% | -5% | ?
4 | 11% | . | 2% | i
5 | . | -1% | -33% | i
6 | -31% | -5% | -84% | ?
7 | -7% | 3% | 11% | i
8 | 9% | 0% | 8% | i
9 | -20% | -5% | 7% | i
10 | -24% | ? | -23% | i
11 | 1% | 16% | -12% | ?
12 | ? | ? | -32% | .
13 | 35µM* | 3% | 3% | .
14 | 15% | 5% | . | ?
15 | -5% | -4% | 12% | i

# The final three entries of the part above come first, to join the parts.
entry | smiles | IL1B secr inh | KB-3-1 cytotox | SW480 rerep | HT1080 IDH1KD tx | MCF10A rereplic
13 | CN(C)c1c([N+](=O)[O-])cc(N2C(=O)C=CC2=O)cc1[N+](=O)[O-] | -99* | ? | 16µM* | 0% | 13µM*
14 | CCOC(=O)[C@]12Cc3cc(OC)ccc3[C@H]1N(CC(=O)OC)C(=O)c1ccccc12 | 32 | 0% | . | 5% | .
15 | O=C1NC(=O)C(=Cc2ccc(OCC(=O)N3CCOCC3)cc2)C(=O)N1 | 42 | -4% | -3% | -6% | 1%
16 | CCOc1cc2[nH]c(=S)n(CCCC(=O)N3CCC4(CC3)OCCO4)c(=O)c2cc1OCC | 6 | 12% | -7% | -3% | -4%
17 | COc1ccc(CN2CCNCC2)cc1 | 37 | -2% | 20% | -2% | -4%
18 | CCC(=NCc1cc(OC)cc(OC)c1)c1c(O)n(C2CCCCC2)c(=O)[nH]c1=O | -12 | 0% | -5% | -13% | 10%
19 | COC(=O)C1=C(c2ccccc2OCc2ccccc2)C[C@@H]2CC[C@H]1N2C(=O)NCCOc1ccc(OC)cc1 | 0 | 0% | ? | -6% | 6.5µM*
20 | CC(C)(C)NC(=S)/N=C(\N)N[N+](=O)[O-] | 43 | 7% | 24% | 4% | -2%
21 | CC(C)(C)c1o[nH]c(=O)c1CC(N)C(=O)O (stereo not given) | -7 | 0% | 12% | 8% | 8%
22 | CCOC(=O)C1C2c3ccccc3O[C@@]1(C)N=C1SCC(=O)N12 (stereo not given in full) | -2 | 1% | 3% | 4% | -2%
23 | COC(=O)C1=C(c2ccc(S(C)(=O)=O)cc2)C[C@@H]2CC[C@H]1N2C(=O)NCc1ccc(F)cc1 | 41 | 10% | -11% | 8% | 0%
24 | CN(C)c1ccc(C=C2C(=O)NC(=S)NC2=O)cc1[N+](=O)[O-] | 18 | -21% | -1% | -1% | -2%
25 | CCN(CC)CCN=Cc1c(O)n(CCc2ccccc2)c(=O)[nH]c1=O | -12 | 6% | -14% | 4% | -14%
26 | O=C1NC(=O)N(CCc2ccc(F)cc2)C(=O)/C1=C/C=C/c1ccccc1 | . | -11% | ? | ? | ?
27 | CCCCC[C@H]1CCCCC[C@@H](O)C[C@H](O)[C@H](O)/C=C/C(=O)O1 | 0 | ? | . | -27% | .
28 | FC(F)(F)c1ccc(NC2=NCCCS2)cc1 | -10 | -7% | -5% | 3% | -1%
29 | CCCc1[nH]nc2c1C1(C(=O)N(CC(N)=O)c3ccccc31)C(C(=O)OC)=C(N)O2 (stereo not given) | 0 | 2% | 0% | 21% | 2%
30 | COC(=O)c1ccccc1N=Cc1c(O)[nH]c(=O)[nH]c1=O | 5 | 8% | -2% | -2% | 8%

entry | ATXN2 expr inh | HT1080NT lethal | HepG2 tox | ATXN viability
13 | 35µM* | 3% | 3% | .
14 | 15% | 5% | . | ?
15 | -5% | -4% | 12% | i
16 | 10% | 14% | 6% | i
17 | . | -3% | 2% | i
18 | . | -19% | -21% | i
19 | 0% | -4% | 0% | i
20 | 23%[11.3 µM] | 13% | -4% | i
21 | 6% | 20% | 2% | i
22 | -10% | 0% | 45% | i
23 | 9% | 13% | -12% | i
24 | -15% | -5% | -9% | ?
25 | -2% | -6% | -8% | i
26 | 10µM* | ? | 1% | ?
27 | -20% | -2% | . | ?
28 | . | -2% | -6% | i
29 | 3% | 16% | 17% | i
30 | . | 2% | -11% | ?

# (next part)
entry | smiles | IL1B secr inh | KB-3-1 cytotox | SW480 rerep | HT1080 IDH1KD tx | MCF10A rereplic
31 | O=c1c2ccccc2nc(-c2ccccc2Cl)n1-c1ccc(O)cc1 | 44 | 4% | 11% | ? | 17%
32 | O=c1c(C=NCCN2CCNCC2)c(O)n(C2CCCCC2)c(=O)n1C1CCCCC1 | -61* | 1% | ? | ? | ?
33 | CCN(CC)C(=O)c1ccc(NC(=O)c2ccc(N3CCCC3=O)cc2)cc1 | -14 | 0% | -11% | 10% | 0%
34 | CCC(COC(=O)NC)NC(=O)Oc1ccccc1 (stereo not given) | 17 | 6% | -2% | 9% | 1%
35 | CC1=C(C(=O)Nc2ccccc2)S(=O)(=O)CCO1 | -87* | -10% | 14% | ? | ?
36 | CCOC(=O)[C@@H]1[C@H]2COc3ccc(Br)cc3[C@H]2N2C(=O)N(c3cccc(C)c3)C(=O)[C@]12C | 7 | -3% | 0% | 6% | 2%
37 | c1ccc2c(c1)CSc1ccccc1N2 | -65* | 1% | -92%[inhibitor] | -18% | -2%
38 | Cc1[nH]c2ccc(OC(F)(F)F)cc2c1CCNCc1cccc([N+](=O)[O-])c1 | -95* | ? | ? | 13µM* | ?
39 | C=C1[C@H]2CC[C@H]3[C@]4(C)C[C@H](O[C@@H]5OC(CO)[C@@H](OSOOO)[C@H](OS(=O)(=O)O)[C@H]5OC(=O)CC(C)C)C[C@@H](C(=O)O)[C@H]4CC[C@]3(C2)[C@H]1O (stereo not given in full) | 20 | 8% | -24%[9.22 µM] | 12% | -8%
40 | Cc1cc(C=C2C(=O)NC(=S)NC2=O)c(C)n1-c1ccc2c(c1)OCO2 | -101* | -30% | ? | ? | ?
41 | CCOC(=O)C1=C(N)OC2=C(C(=O)CCC2)C12C(=O)N(CC(N)=O)c1ccccc12 (stereo not given) | -8 | 0% | -5% | 5% | -1%
42 | OCC#CC[N+]1(CC#Cc2ccccc2)CCCC1 | 12 | -3% | 1% | 5% | -4%
43 | COc1cc2c(cc1OC)C(C(=O)NCCC(C)C)C1CCCCN1C2=O (stereo not given) | -5 | 3% | -3% | 13% | 0%
44 | CC(=O)c1cccc(NC(=O)CCn2c(=O)oc3ccccc32)c1 | 0 | 1% | -16% | 10% | 22%
45 | Cc1c2cnn(CC(=O)N3CCC4(CC3)OCCO4)c(=O)c2c(C)n1Cc1ccccc1Cl | 4 | 12% | -24% | 8% | -2%
46 | Cc1ccccc1OCCCn1cc(C(=O)C(=O)N2CCOCC2)c2ccccc21 | -3 | -13% | -2% | -1% | 0%
47 | COc1ccccc1NC(=O)N1C[C@@H]2C[C@@H](C1)c1cccc(=O)n1C2 | 2 | 0% | -5% | 10% | 15%
48 | C[C@]12CCC3C(CC[C@H]4C[C@@H](O)CC[C@]34C)C1CC[C@@H]2OC(=O)[C@H](N)CCCCN (stereo not given in full) | -72* | -11% | ? | -1% | ?

entry | ATXN2 expr inh | HT1080NT lethal | HepG2 tox | ATXN viability
31 | -6% | ? | -7% | i
32 | ? | 20µM* | -101% | ?
33 | . | 2% | -23% | i
34 | 4% | 10% | -2% | i
35 | ? | ? | -22% | ?
36 | 6% | 8% | -15% | ?
37 | 9% | -22% | -13% | i
38 | ? | 15µM* | i | i
39 | 0% | 7% | -11% | i
40 | ? | -21% | -58% | .
41 | -5% | 15% | -69% | i
42 | -7% | 9% | 2% | i
43 | 18% | 14% | -6% | i
44 | 13% | -14% | -52% | i
45 | 10% | 6% | 0% | i
46 | -21% | -19% | -13% | i
47 | -2% | 0% | -1% | i
48 | ? | -22% | -7% | ?
